All columns: NCI-60 one-dose screen, growth in % after 48 h at 10 µM unless noted; 100 = growth as untreated, 0 = no growth, -100 = all killed.
CAKI-1: CAKI-1 renal cancer; actives 4.7% (n = 75,000); AID 1794772
SNB-75: SNB-75 CNS cancer | actives 5% (n = 79,000) | AID 1794750
SF-539: SF-539 CNS cancer; actives 6.8% (n = 81,000); AID 1794752
SNB-19: SNB-19 CNS cancer cells. actives 2.5% (n = 81,000). AID 1794751
SF-268: SF-268 CNS cancer cells. AID 1794759. actives 3.1% (n = 82,000)
A498: A498 renal cancer cells; actives 5.4% (n = 76,000); AID 1794774
ACHN: ACHN renal cancer | actives 4.9% (n = 81,000) | AID 1794771
RXF 393: RXF 393 renal cancer cells. AID 1794773. actives 6.9% (n = 77,000)
The depositor's hits bear a star; nt = no result given; [ ] = another dose, or the depositor's remark. Rule for the calls: active = growth percent below 10; inactive = the rest.

SMILES	CAKI-1	SNB-75	SF-539	SNB-19	SF-268	A498	ACHN	RXF 393
CC(=O)Nc1cccc(-c2nc3ccc(-c4ccc(O)cc4)cc3[nH]2)c1	48	73	51	65	70	114	37	89
CCOc1ccccc1C(=O)/C=C/c1cc2ccccc2[nH]c1=O	nt	21	-30*	-73*	-11*	-15*	-5.0*	-69*
OCC1CCCC1	99	95	108	104	109	92	102	111
CCOC(=O)N(Cc1ccccc1)C1CC1	nt	113	96	104	109	nt	101	103
C[C@H]1OC(n2cc(F)c(=O)[nH]c2=O)C(O)[C@@H]1O (some centres undefined)	84	115	55	98	95	67	76	108
BrCc1ccc(CCc2ccc(CBr)cc2)cc1	89	106	96	106	108	96	102	114
COc1ccccc1-c1ccc2nc(NC(=O)Nc3ccc(CN4CCOCC4)c(C(F)(F)F)c3)sc2c1	nt	63	70	63	72	76	52	72
O=C(CI)NC1Oc2ccccc2-c2oc(=O)c(-c3ccccc3)cc21 (centres undefined)	-100*	-21*	-90*	81	-72*	82	-91*	-89*
COc1ccc(C(=O)COc2ccc(/C=C3\Oc4ccc5ccccc5c4C3=O)cc2)cc1	96	75	72	85	104	102	156	nt
CCSc1nc(NC)cc(N(C)C)n1	91	76	100	96	93	83	109	102
N#C/C(=C(\CCCO)NCCCCCC(=O)O)c1nc2ccccc2c(=O)[nH]1	117	85	106	103	111	104	109	105
COc1ccc(/C=C2\SC(=O)NC2=NCCCO)cc1OC	93	93	97	98	92	92	104	106
CC(=O)c1cn(C)c2ccc3c(c12)[C@H]1C=C[C@@H]3O1	117	106	102	108	113	99	113	122
Cc1ccc(S(=O)(=O)N/N=C2/C3CC4C(C3)C24)cc1	98	96	108	103	103	nt	104	110
Cc1ccc[n+](CCc2ccccc2)c1	nt	120	104	98	114	88	112	108
COc1ccc(OC)c(-c2nc3sccn3c2/C=C/C(=O)c2nccs2)c1	84	91	98	100	89	81	94	82
O=C(CSc1n[nH]c(-c2ccncc2)n1)c1ccccc1	82	71	97	94	89	84	106	100
O=C(Cn1cc(CSc2nnc3oc4ccccc4n23)nn1)Nc1ccc([N+](=O)[O-])cc1	46	30	65	73	66	81	56	69
COc1ccc(-c2nnc(SCc3ccc(O)c4ncccc34)n2-c2ccccc2)cc1	11	nt	4.6*	14	18	35	4.4*	7.3*
COc1ccc(/C=c2\nc3n(-c4ccccc4)c4n(n-3c2=O)C(=O)C(Cc2c[nH]c3ccccc23)N=4)cc1 (centres undefined)	83	95	98	99	103	94	86	112
O=c1ccc2c(ccc3ncccc32)o1	90	105	106	118	113	82	96	95
Cc1cc(S(=O)(=O)Nc2nn(-c3ccccc3)c(=O)[nH]2)c(SCc2ccccc2)cc1Cl	nt	87	105	111	101	106	101	54
N#CCc1nc2ccccc2[nH]1	95	70	100	94	100	99	97	107
COc1ccc(N(Cc2cc(OC)c(OC)c(OC)c2)C2OC(=O)c3ccccc32)cc1 (centres undefined)	46	-6.3*	nt	53	44	14	62	-32*
O=c1/c(=C\C=C\c2ccccc2)sc2n1CCN=2	90	102	100	93	101	86	102	82
CC(C)(C)C1Sc2nc3ccccc3n2C1=O (centres undefined)	89	91	104	106	104	106	102	108
Cc1nnc2nc(-c3ccccc3)nc(-c3ccccc3)n12	92	95	100	96	98	80	95	106
CNC(=O)[C@H](O)[C@H](Cc1ccccc1)N(Cc1ccccc1)Cc1ccccc1	94	107	97	101	103	96	104	106
COc1cc2ccccc2[n+](C)c1-c1ccccc1F	90	87	95	95	93	76	107	100
O=C(O)c1ccccc1Oc1cccc(C(F)(F)F)c1	nt	94	99	97	101	96	103	112
C=C(C)C(=O)N(C)c1cccc(-c2ccccc2)c1C	97	104	104	100	98	102	109	118
O=CNc1ccc2c(c1)Cc1cc(NC=O)ccc1-2	103	108	101	102	103	101	110	nt
CC(=O)N1CCN(Cc2ccc3c(NNC(=O)c4cnccn4)nc4cc(F)ccc4n23)CC1	13	66	6.0*	25	29	50	11	54
COc1ccc(NC(=O)C2c3ccccc3C(=O)N(CC(C)C)C2c2cccs2)cc1 (centres undefined)	92	93	99	111	95	87	97	79
Cc1cc(C)cc(Nc2c(Nc3cc(C)cc(C)c3)c(=O)c2=O)c1	90	79	85	82	94	87	94	86
CN1CCN(CCOc2ccc(-c3cnc4c(-c5ccc(C(F)(F)F)cc5)cnn4c3)cc2)CC1	31	96	68	61	49	69	59	32
COc1cccc(C2SCC(=O)N2NC(=O)c2ccc(C)nc2)c1 (centres undefined)	80	90	94	90	122	115	90	107
CCOC(=O)C1CC2C=CC1C2 (centres undefined)	92	92	nt	109	100	120	110	94
CCOC(=O)C1(C(=O)OCC)C(C)CC(=O)N1c1ccccc1OC (centres undefined)	105	92	96	102	101	105	106	108
c1ccc(CCC2CCCCN2)nc1 (centres undefined)	92	105	106	114	98	95	102	116

An excerpt from above in order of SMILES length, descending:
SMILES	CAKI-1	SNB-75	SF-539	SNB-19	SF-268	A498	ACHN	RXF 393
CC(=O)N1CCN(Cc2ccc3c(NNC(=O)c4cnccn4)nc4cc(F)ccc4n23)CC1	13	66	6.0*	25	29	50	11	54
CNC(=O)[C@H](O)[C@H](Cc1ccccc1)N(Cc1ccccc1)Cc1ccccc1	94	107	97	101	103	96	104	106
COc1ccc(NC(=O)C2c3ccccc3C(=O)N(CC(C)C)C2c2cccs2)cc1 (centres undefined)	92	93	99	111	95	87	97	79
Cc1cc(C)cc(Nc2c(Nc3cc(C)cc(C)c3)c(=O)c2=O)c1	90	79	85	82	94	87	94	86
CCOC(=O)C1(C(=O)OCC)C(C)CC(=O)N1c1ccccc1OC (centres undefined)	105	92	96	102	101	105	106	108
COc1cccc(C2SCC(=O)N2NC(=O)c2ccc(C)nc2)c1 (centres undefined)	80	90	94	90	122	115	90	107
Cc1nnc2nc(-c3ccccc3)nc(-c3ccccc3)n12	92	95	100	96	98	80	95	106
C=C(C)C(=O)N(C)c1cccc(-c2ccccc2)c1C	97	104	104	100	98	102	109	118
O=C(O)c1ccccc1Oc1cccc(C(F)(F)F)c1	nt	94	99	97	101	96	103	112
COc1cc2ccccc2[n+](C)c1-c1ccccc1F	90	87	95	95	93	76	107	100
CC(C)(C)C1Sc2nc3ccccc3n2C1=O (centres undefined)	89	91	104	106	104	106	102	108
CCOC(=O)C1CC2C=CC1C2 (centres undefined)	92	92	nt	109	100	120	110	94

Next records follow:
SMILES	CAKI-1	SNB-75	SF-539	SNB-19	SF-268	A498	ACHN	RXF 393
O=C(C[n+]1ccccc1)c1ccc(I)cc1	96	93	102	101	108	99	103	110
Nc1ccc(C(=O)Oc2ccc([N+](=O)[O-])cc2)cc1	103	97	100	95	102	100	103	421
CN1CCN(CC#CCNC(=O)[C@]2(C)CC[C@]3(C)CC[C@@H]4C(=CC[C@H]5[C@@]4(C)CC[C@H]4C(C)(C)C(=O)CC[C@]54C)[C@@H]3C2)CC1	98	89	93	98	89	nt	99	101
CC(C)CC(N)(C(=O)O)C1CCCC1 (centres undefined)	91	69	92	102	108	89	101	113
O=c1cc(COc2ccc(OCc3ccccc3)cc2)c2cc(Cl)ccc2o1	92	89	98	100	92	87	99	107
Cc1cn(-c2cc(NC(=O)c3cncc(C#Cc4cnc5ccc(OCC6(C)COC6)nn45)c3)cc(C(F)(F)F)c2)cn1	87	109	55	75	81	nt	82	40
CC1(C)C(=O)/C(=C\c2ccc(C(F)(F)F)cc2)C[C@]2(C)[C@H]3CC[C@@H]4[C@H]5[C@H](C(=O)/C=C/c6ccc(C(F)(F)F)cc6)CC[C@]5(C(=O)O)CC[C@@]4(C)[C@]3(C)CC[C@@H]12	36	80	87	90	75	104	57	83
CC(C)=CC(=O)OCC(=O)O[C@@H]1C[C@]2(C(C)C)O[C@@]1(C)[C@@H]1CC[C@@H](C)[C@H]1[C@@H]2OC(=O)/C=C/c1ccccc1	13	89	104	99	62	-79*	4.6*	1.6*
c1ccc2cc3c(cc2c1)oc1ccccc13	97	101	111	110	114	nt	96	113
CCCCCCCCCC(=O)Oc1ccc(/C=C/c2cc(OC(=O)CCCCCCCCC)cc(OC(=O)CCCCCCCCC)c2)cc1	nt	91	89	100	94	109	94	100
COc1ccc2[nH]c(-c3ccccc3)cc2c1	99	88	103	93	110	89	101	100
CCNC(=O)N1CCc2c(Br)c3c(c(OC)c2C1Cc1ccc(OC)cc1)OCO3 (centres undefined)	19	-7.7*	23	50	43	-12*	34	17
CC(C)C1C2=C(NCCN1C(=O)C1CCCC1)C(C)(C)N(Cc1ccccc1)C2=O (centres undefined)	84	84	108	101	97	113	111	110
CCCCC1SC2=NCCCN2C1(O)c1ccc(Cl)cc1 (centres undefined)	88	72	97	102	108	79	103	87
Nc1ccccc1-c1ccc(-c2ccc(Cl)c(Cl)c2Cl)c2c1[nH]c1ccccc12	73	98	99	94	79	nt	90	93
COc1ccc(N2N=C(c3ccc4c(c3)OCO4)CC2c2cccc(NC(=O)CCCNS(=O)(=O)c3ccc(OC)cc3)c2)cc1 (centres undefined)	75	61	95	nt	78	86	99	82
CCOC(=O)NC1C2CC3C(C2)C31 (centres undefined)	114	108	94	102	104	103	94	128
CCOc1ccccc1N1CCC(=O)NC1=S	104	98	95	94	109	104	102	105
CCOc1ccc2nc(NC(=O)c3ccc(C(C)C)cc3)sc2c1	78	87	92	92	94	69	51	94
C=Cc1cc2oc3ccccc3c(=O)c2c(O)c1-c1cc(OC)c2c(Cl)c(CCC)n(C)c(=O)c2c1O	74	89	113	96	88	95	93	99
N/C(=N\N=C\c1ccccc1)c1c(N)nc(=S)[nH]c1-c1ccc(Cl)cc1Cl	96	nt	100	96	105	125	108	89
O=C1CC(c2cc3ccc4ccccc4c3[nH]c2=O)Nc2ccccc21 (centres undefined)	86	102	82	93	97	115	106	110
COC(CSCc1ccccc1)OC	99	91	115	nt	100	97	106	114
COc1cc(/C=C/C(=O)NCC(=O)NN)cc(OC)c1OC	nt	92	94	101	99	97	98	109
O=C1CCC/C=C\C[C@H]2C=C(Cl)C(=O)/C2=C/C[C@H](CCCCC(F)(F)F)OC(=O)CCC/C=C\C[C@H]2C=C(Cl)C(=O)/C2=C/C[C@H](CCCCC(F)(F)F)O1	nt	-1.6*[7.5 µM]	-13*[7.5 µM]	-38*[7.5 µM]	6.2*[7.5 µM]	-50*[7.5 µM]	-93*[7.5 µM]	-92*[7.5 µM]
CC(=O)c1ccc(C(C)C)cc1	102	nt	97	96	99	107	112	109
COc1ccc(/C=C2\N=C(Nc3ccccc3)N(/N=C/N(C)C)C2=O)cc1	83	96	101	103	96	96	98	102
O=C(O)c1ccc(F)c(C(=O)O)c1	93	nt	113	99	108	99	101	98
Cc1ccc([C@@H]2C[C@@H]3Cc4cc(OC(F)(F)F)ccc4N2O3)s1	106	100	106	107	113	90	102	122
NS(=O)(=O)c1ccc(C(=O)N=Nc2c(O)[nH]c3c(Cl)cccc23)cc1	91	94	101	94	99	105	104	106
CCCCOC(=O)c1ccccc1C(=O)c1ccccc1	106	nt	108	100	109	120	99	104
N#C/C(=N\Nc1ccccc1Cl)C(=O)C1CC1	85	74	95	nt	nt	90	96	104
CS(=O)(=NC#N)c1ccc(-c2cnc(N)c(C(=O)Nc3ccccc3)n2)cc1 (centres undefined)	47	57	69	105	88	76	51	71
CN(C)[C@@H]1C(=O)C(C(N)=O)=C(O)[C@@]2(O)C(=O)C3=C(O)c4c(O)ccc(Cl)c4[C@@H](O)[C@H]3C[C@@H]12	38	77	92	87	90	81	54	65
Cc1ccc(/C=N/NC(=O)CSc2nc3ccccc3c(=O)n2CCc2ccc(S(N)(=O)=O)cc2)cc1	96	97	102	102	97	98	107	102
O=C(CCn1cc[n+](CC(=O)c2ccc(Br)cc2)c1)Nc1cccc2cccnc12	96	73	101	89	88	101	97	102
Nc1nc(CSc2n[nH]c(N)n2)nc(Nc2ccccc2F)n1	91	83	95	104	105	94	104	109
O=S(=O)(NCCCNc1cc(-c2cn(-c3ccccc3)nc2-c2cccc(O)c2)ccn1)c1ccc(C(F)(F)F)cc1	35	31	37	51	44	57	32	25
C=CCn1cc(C2C(Cl)C(=O)N2c2ccc(N3CCOCC3=O)cc2)c2ccccc21 (centres undefined)	93	95	94	108	102	122	96	121
COc1ccc(CC(C)=C(c2ccc(OCCN3CCCCCC3)cc2)c2ccc(OCCN3CCCCCC3)cc2)cc1	-93*	-93*	-96*	-95*	-81*	nt	-100*	-82*
CC1(C)CC(=O)C2=C(C1)N(c1ccc(F)cc1F)C(N)=C(C#N)C2c1cc(Cl)ccc1Br (centres undefined)	88	82	93	100	100	nt	101	102
COc1ccc(NC(=O)CNn2c(COc3ccccc3)nc3ccccc3c2=O)cc1	79	78	98	93	95	65	96	120
Nc1nc(N)nc(N[C@@H]2C[C@H](CO)[C@@H](O)[C@H]2O)n1	99	106	101	101	105	110	105	117
Cc1cccc(NC(=S)Nc2nnc3c4c5c(sc4ncn23)CCCC5)c1	95	108	92	98	95	109	96	99
COc1cccc(CCNc2ncnc3c2ncn3Cc2nnc3c4ccccc4c(Cl)nn23)c1	18	50	73	74	49	83	25	49
COc1ccccc1NC(=O)N1CCN(C(=O)Nc2ccccc2OC)CC1	118	101	102	nt	105	102	105	nt
Cc1cccc(Nc2ncnc3oc(C)c(C(=O)NCCN4CCOCC4)c23)c1	90	82	95	91	93	69	94	86
CCn1cc(C(=O)N/N=C/c2cccc(F)c2)c(=O)c2cc(F)c(N3CCNC(C)C3)c(F)c21 (centres undefined)	67	90	-4.6*	-59*	39	99	74	-22*
CCOC(CNCc1ccncc1)OCC	72	93	96	99	111	121	111	93
COC(=O)C1CC(C(=O)OC)CC(C(=O)OC)C1 (centres undefined)	91	79	98	105	101	108	102	94

Random draw from the library (roughly 12% active in at least one column).
